Bioassay records (PubChem BioAssay)
697 NFkB inh: lowers PMA/ionomycin-induced NF-kB signal in 697 B cells | 697 B-cell NF-kB luciferase reporter, 16 h | inhibition, % at 4 µM | 330,000 tested, 0.33% active | AID 435022; in the data active means inhibition above about 35%
UBC13 inh: blocks human UBC13 polyubiquitin chain formation. P61088. TR-FRET. inhibition, % at 20 µM. 330,000 tested, 0.47% active. AID 485273; in the data active means inhibition above about 45%, passing the limit was not always enough
HKDC1 inhibitor: HKDC1 (human) hexokinase inhibition. recombinant HKDC1, G6PDH/diaphorase resazurin coupled fluorescence. AID 493160. 340,000 tested, 0.16% active. inhibition, % at 20 µM;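 active means inhibition above about 35% when tested at 20 µM, limit read from the data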;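 further: plate controls were DMSO wells with enzyme for no effect and DMSO wells lacking enzyme for full effect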
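Test system: recombinant HKDC1 (HK5) hexokinase enzyme, produced in-house; Amount: enzyme 5 µg/mL final; Buffer or medium: Tris pH 8.0 buffer with MgCl2, Tween-20, BSA, BME; Reagent: glucose and ATP substrates; Doses: 20 µM test compound, 1% DMSO; Incubation: 90 min reaction incubation at room temperature, dark; Detection: resorufin fluorescence at 613 nm.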
Gli-Sufu antag: blocks Gli-Sufu signaling in a luciferase reporter; Sufu-KO-LIGHT fibroblasts, Gli luciferase reporter luminescence; inhibition, % at 5 µM; 340,000 tested, 0.74% active; AID 588413;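 active means inhibition above about 55%, limit read from the data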;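 further: 0% = DMSO-treated cells and 100% = wells with medium but no cells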
Jurkat NFkB inh: inhibitors of the PMA/ionomycin-induced NF-kB reporter in Jurkat cells; PMA/ionomycin-induced NF-kB luciferase reporter, luminescence; inhibition, % at 4 µM; 330,000 tested, 0.53% active; AID 435003
SENP8 inh: inhibitors of human SENP8 protease. Q96LD8. purified SENP8, Z-RLRGG-aminoluciferin cleavage, luminescence. inhibition, % at 10 µM. 330,000 tested, 1.2% active
Apaf1 inhib: human Apaf-1 inhibition; O14727; reconstituted apoptosome caspase-3 activity, DEVD-Rh110 fluorescence; AID 489030; inhibition, % at 20 µM; 330,000 tested, 0.71% active; active means inhibition of at least 40% at 20 µM;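 further: plate controls were DMSO wells for no effect and DEVD-CHO caspase inhibitor wells for full effect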
Target sequence (O14727 whole entry, looked up): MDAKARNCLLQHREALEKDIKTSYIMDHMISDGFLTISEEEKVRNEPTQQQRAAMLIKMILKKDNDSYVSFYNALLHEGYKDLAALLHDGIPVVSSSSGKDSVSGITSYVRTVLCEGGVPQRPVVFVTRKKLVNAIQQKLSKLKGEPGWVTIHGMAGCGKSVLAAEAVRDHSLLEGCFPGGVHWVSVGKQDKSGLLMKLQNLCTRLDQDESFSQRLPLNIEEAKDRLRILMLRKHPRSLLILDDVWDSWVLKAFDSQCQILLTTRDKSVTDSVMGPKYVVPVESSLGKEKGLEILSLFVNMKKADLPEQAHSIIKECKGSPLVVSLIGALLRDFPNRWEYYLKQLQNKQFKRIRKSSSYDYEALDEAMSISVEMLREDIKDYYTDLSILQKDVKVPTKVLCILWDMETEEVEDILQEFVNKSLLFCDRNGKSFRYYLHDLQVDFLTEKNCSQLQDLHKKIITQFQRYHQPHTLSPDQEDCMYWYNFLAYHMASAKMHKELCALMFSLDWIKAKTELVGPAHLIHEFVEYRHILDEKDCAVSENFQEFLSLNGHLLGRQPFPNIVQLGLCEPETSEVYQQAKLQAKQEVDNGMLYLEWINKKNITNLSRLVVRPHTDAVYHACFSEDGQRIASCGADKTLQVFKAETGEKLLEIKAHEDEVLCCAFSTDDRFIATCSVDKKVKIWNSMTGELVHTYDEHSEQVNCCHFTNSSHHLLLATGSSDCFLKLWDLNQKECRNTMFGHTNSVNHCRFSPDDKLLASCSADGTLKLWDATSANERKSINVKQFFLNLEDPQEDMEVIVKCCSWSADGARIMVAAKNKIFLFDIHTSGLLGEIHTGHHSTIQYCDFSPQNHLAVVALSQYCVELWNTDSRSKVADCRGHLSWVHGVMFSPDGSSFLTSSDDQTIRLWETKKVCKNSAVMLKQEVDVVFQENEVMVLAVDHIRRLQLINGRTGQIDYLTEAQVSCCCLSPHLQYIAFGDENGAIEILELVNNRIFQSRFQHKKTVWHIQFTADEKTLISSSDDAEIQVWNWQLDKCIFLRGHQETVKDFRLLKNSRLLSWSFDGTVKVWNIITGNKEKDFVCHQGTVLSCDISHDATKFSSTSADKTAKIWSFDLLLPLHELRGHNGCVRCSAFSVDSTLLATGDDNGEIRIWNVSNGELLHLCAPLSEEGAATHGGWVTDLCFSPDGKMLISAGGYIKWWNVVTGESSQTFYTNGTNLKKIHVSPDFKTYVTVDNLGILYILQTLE
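System: reconstituted apoptosome with Apaf-1, cytochrome c, caspase-9, procaspase-3, dATP; Signal: Rh110 fluorescence intensity; Schedule: 30 min compound preincubation, 50 min activation, room temperature; Reagent: cytochrome c trigger plus (Z-DEVD)2-Rh110 caspase-3 substrate.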
SENP7 block: blocks the human protease SENP7; Q9BQF6; recombinant SENP7, Z-RLRGG-aminoluciferin luminescence, 40 min; inhibition, % at 5 µM; 330,000 tested, 1.5% active;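 active means inhibition above about 50% at the single test dose, limit read from the data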;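 further: plate controls were DMSO with enzyme for no effect and no enzyme buffer wells for full effect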
* hit, by the source's call; x = no result given. Unless noted, no stated cut-off is given here; in the data, active means inhibition above about 50%; inactive means the rest.

SMILES	697 NFkB inh	UBC13 inh	HKDC1 inhibitor	Gli-Sufu antag	Jurkat NFkB inh	SENP8 inh	Apaf1 inhib	SENP7 block
c1ccc(Cn2nnc(-c3ccccc3)n2)cc1	-2	7	2	-26	-29	-22	11	7
Cc1nc2sccn2c1-c1csc(NCc2ccccc2)n1	-41	2	-19	56*	19	10	6	8
O=C(CN(CC1CCCO1)C(=O)CNS(=O)(=O)c1ccc(F)cc1)NCCc1ccccc1 (configuration not stated)	13	6	-6	15	9	3	-7	5
O=C(NCc1cccnc1)Nc1cccc(Cl)c1	4	3	-8	-11	-14	-4	-10	-2
Cc1cccc(NC(=O)c2ccccc2NC(=O)c2ccccc2)n1	-19	4	-4	7	-29	3	12	8
CCN(CC)C(=O)C1CCN(S(=O)(=O)c2ccc(C3CNC(=O)C3)cc2)CC1 (configuration not stated)	-13	10	-5	-6	-4	-11	-2	-18
Cc1ccc2nc(SC(C)C(=O)N3CCOCC3)[nH]c2c1 (configuration not stated)	-61	-10	-3	-59	-59	2	-5	1
Cc1ccc(C)c(S(=O)(=O)N2CCN(C(=O)c3ccccc3Cc3ccccc3)CC2)c1	8	1	1	-7	12	4	23	1
COc1ccc2nc(C)[nH]c(=O)c2c1	21	6	-6	7	0	-6	-5	-6
CCOC(=O)C1Nc2c(cc(C(F)(F)F)cc2[N+](=O)[O-])C2c3ccccc3CC12 (configuration not stated)	-3	3	2	-6	-5	-4	10	-1
CCn1c(N2CCN(C(=O)/C=C/c3ccccc3)CC2)nc2ccccc21	2	-3	-3	0	5	-8	-3	-15
Cc1ccc(-c2csc3nc(SCC(=O)Nc4ccc(Cl)c(C(=O)O)c4)[nH]c(=O)c23)cc1	-23	-24	12	-23	20	9	21	23
Cc1cccc(N2CCN(C(=O)CCS(=O)(=O)c3ccc(Br)cc3)CC2C)c1 (configuration not stated)	11	8	-5	-9	10	6	-10	0
Nc1ccc(Nc2ccccc2)cc1	-4	-5	9	12	14	1	1	5
COc1ccc2[nH]c3c(c2c1)CCN1C(=O)C(CC(=O)NCCC2=CCCCC2)C[C@H](C(=O)N2CCOCC2)[C@@]31CCC1CCCC1 (some centres not stated)	-8	x	0	-12	x	x	44*	4
O=C(CSc1ccc2c(c1)OCCO2)NCc1ccccc1	9	11	-4	-7	-2	-5	-4	0
NS(=O)(=O)c1ccc(NC(=O)COC(=O)c2ccco2)cc1	-3	-9	-11	-2	6	-7	10	-7
CCOc1cc(/C=C2\SC(=S)N(NC(=O)c3cccnc3)C2=O)ccc1O	9	-63	-1	-6	5	8	-1	-2
CCOCCCn1c(C)nc2c(c1=O)c1nc3ccccc3nc1n2-c1ccc(C)cc1	1	5	-7	-1	10	-2	10	-6
CC(=O)Nc1ccc(NC(=O)c2ccccc2C)cc1	-3	-3	-3	-5	3	-10	-4	-7
COc1ccc(C)cc1NC(=O)c1sc2nc(C)nc(N3CCOCC3)c2c1C	-13	32	-1	22	-18	-10	13	-5
Cc1cc(C)nc(N/N=C/c2cccc(Cl)c2)n1	25	18	-9	-17	1	8	-1	5
COC(=O)c1ccc(C2Nc3cccc4cccc(c34)N2)cc1	-30	-23	6	14	10	2	4	12
COc1ccccc1N(CC(=O)NCCSCc1ccccc1)S(=O)(=O)c1ccc(C)cc1	8	6	-3	-1	5	1	20	-4
CCOC(=O)CNC(c1ccccc1)c1cc(Br)ccc1NC(C)=O (configuration not stated)	4	5	1	22	8	2	10	10
Cc1ccc(-c2nnn(CC(=O)Nc3ccccc3N3CCOCC3)n2)cc1	-22	-2	-4	-14	7	-1	10	-2
COC(=O)CSc1nnc(-c2ccccc2OC)o1	-15	-8	-7	5	-15	-14	8	-2
COC1C/C(=N\O)C2OC(c3ccccc3)OCC2O1 (configuration not stated)	6	-10	-2	-6	-10	-8	-4	-7
C/C=C1\COC(C(=O)NCc2cccc(OC)c2OC)(C(F)(F)F)C=C1C=C1CCCCC1 (configuration not stated)	2	-5	5	7	13	-8	14	12
CCc1ccccc1N(CC(=O)NCc1ccco1)C(=O)CCC(=O)Nc1nccs1	-23	-4	-4	1	-32	4	7	-10

Record cards, from the list above:
Shown for COc1ccc(C)cc1NC(=O)c1sc2nc(C)nc(N3CCOCC3)c2c1C → 697 NFkB inh: -13; UBC13 inh: 32; HKDC1 inhibitor: -1; Gli-Sufu antag: 22; Jurkat NFkB inh: -18; SENP8 inh: -10; Apaf1 inhib: 13; SENP7 block: -5
Shown for COC(=O)CSc1nnc(-c2ccccc2OC)o1 → 697 NFkB inh: -15; UBC13 inh: -8; HKDC1 inhibitor: -7; Gli-Sufu antag: 5; Jurkat NFkB inh: -15; SENP8 inh: -14; Apaf1 inhib: 8; SENP7 block: -2

Next section
SMILES	697 NFkB inh	UBC13 inh	HKDC1 inhibitor	Gli-Sufu antag	Jurkat NFkB inh	SENP8 inh	Apaf1 inhib	SENP7 block
S=C(NC1CCCC1)NN1CCOCC1	-12	-25	-7	18	-7	-5	-3	-15
CCOc1ccccc1NC(=O)Nc1c(C)n(-c2ccccc2)c(=O)n1C	19	14	-5	-11	0	1	-20	-10
CCOC(=O)C1CN(S(=O)(=O)c2ccc(C)cc2)CCN1S(=O)(=O)c1ccc(C)cc1 (configuration not stated)	7	3	15	8	11	10	3	4
CC(C)(C)c1cn(-c2ccc(F)cc2)c(=S)[nH]1	-10	8	4	-27	2	4	2	-3
Cc1c(/C=N\NC(=O)c2c[nH]c3ccccc23)cnn1C	-12	4	-5	-8	-13	4	-11	6
Cc1cc(C)nc(NCCC(=O)O)n1	14	5	4	-1	-2	4	-5	2
O=c1c2ccccc2ncn1/N=C/c1ccccc1	-180	5	-2	21	-69	81*	2	89*
CCN(CC)CCNC(=O)c1ccc(NC(=O)COc2ccccc2F)cc1	12	5	-5	3	-5	10	6	3
O=C(CCC(=O)Nc1ccc(F)cc1)N/N=C/c1ccncc1	-6	-16	-4	-16	7	5	4	2
C/C(Cc1ccccc1)=N\NC(=O)CNC(=O)c1cccc(Br)c1	-10	-2	-9	-2	-6	4	3	9
O=C(NCc1ccc2c(c1)OCO2)C(=O)Nc1cc2c3c(c1)CC(=O)N3CCC2	-6	-7	-1	-12	14	-3	11	17
CC(NCc1ccc(-c2ccccc2)cc1)C(O)c1ccccc1 (configuration not stated)	-16	8	-8	27	55*	-25	8	-5
CCOC(=O)[C@@H]1[C@H]2COc3ccc(Br)cc3[C@@H]2N2C(=O)N(c3ccc(F)cc3)C(=O)[C@@]12C	3	6	6	6	5	2	22	3
CC(C)(C)c1ccc(-c2nc3c(C#N)c(-c4ccc5c(c4)OCO5)ccn3n2)cc1	-70	48*	-2	17	-39	-8	18	0
COc1cccc(CNC(=O)C2CCC(=O)N(CC3CCCCC3)C2)c1OC (configuration not stated)	-20	1	1	-9	-6	0	16	2
O=C(/C=C/c1ccc(Br)o1)OCc1ccccc1	-1	1	5	4	-3	-2	2	17
O=C(CS(=O)(=O)c1ccc(Cl)c(Cl)c1)Nc1ccccc1Cl	4	0	0	11	3	-19	10	-3
Cc1cnc(C(=O)OCC(=O)Nc2ccc(C)c(S(=O)(=O)N(C)C)c2)cn1	8	-10	-6	-3	3	-3	-2	-3
CCOc1cc(C(=S)N2CCCC2)ccc1O	3	-5	-11	-4	-8	-11	9	-10
Cc1ccc(-c2nc3s/c(=C\c4ccco4)c(=O)n3n2)cc1	-14	-4	-14	3	3	-6	1	-9
CCOC(=O)c1ccc(Oc2nc(OC)nc(N(C)C)n2)cc1	-22	-4	-4	10	2	-2	6	-4
Nc1ccc(NS(=O)(=O)c2ccccc2)cc1	-7	-7	-6	2	-13	2	8	0
O=c1[nH]c2cc3c(cc2cc1CN(CCc1ccccc1)Cc1nnnn1CC1CCCO1)OCO3 (configuration not stated)	11	0	-7	2	-3	-11	1	-7
O=C(c1cccc(Br)c1)N1CCN(C2=NS(=O)(=O)c3ccccc32)CC1	8	5	1	20	1	-3	-2	-10
Cc1ccc(C(C)(C)C)cc1S(=O)(=O)NC(=O)c1ccccc1	-7	0	-8	0	-21	-12	0	-4
CC1C(C#N)=C(N)OC2=C1C(=O)CCC2 (configuration not stated)	-6	-9	-2	2	2	-8	7	-9
C=CCN(Cc1cccc(OC)c1OC)C(=O)Oc1ccccc1	-7	6	-3	7	-18	-10	4	5
CS(=O)(=O)N(CC(=O)Nc1ccccc1Sc1ccccc1)c1cccc(Br)c1	-24	9	1	2	-4	-4	14	0
Cn1c(CCN2CCCCC2)nc2cc(NS(=O)(=O)c3ccc(F)cc3)ccc21	2	-1	-5	-30	-12	-8	9	-4
O=C(c1cccc(Cl)c1)N1CCN(c2ccccn2)CC1	-8	-1	6	3	3	-2	6	0

Given with two lines to a compound: part of the list above.
Every second line gives: 697 NFkB inh | UBC13 inh | HKDC1 inhibitor | Gli-Sufu antag | Jurkat NFkB inh | SENP8 inh | Apaf1 inhib | SENP7 block
- Nc1ccc(NS(=O)(=O)c2ccccc2)cc1
 : -7 | -7 | -6 | 2 | -13 | 2 | 8 | 0
- Cn1c(CCN2CCCCC2)nc2cc(NS(=O)(=O)c3ccc(F)cc3)ccc21
 : 2 | -1 | -5 | -30 | -12 | -8 | 9 | -4
- CS(=O)(=O)N(CC(=O)Nc1ccccc1Sc1ccccc1)c1cccc(Br)c1
 : -24 | 9 | 1 | 2 | -4 | -4 | 14 | 0
- CC1C(C#N)=C(N)OC2=C1C(=O)CCC2 (configuration not stated)
 : -6 | -9 | -2 | 2 | 2 | -8 | 7 | -9

Next section:
SMILES	697 NFkB inh	UBC13 inh	HKDC1 inhibitor	Gli-Sufu antag	Jurkat NFkB inh	SENP8 inh	Apaf1 inhib	SENP7 block
Cc1cc(C)c2cc(C)c(SCC(=O)NCc3ccco3)nc2c1	5	5	-2	0	6	5	19	4
Cn1c(Cc2ccccc2)nnc1SCC(=O)NCCc1ccccc1	5	3	12	-1	0	1	-4	-2
CCCCC(=O)Nc1ccc(S(=O)(=O)Nc2nccc(C)n2)cc1	15	1	-5	1	4	5	-1	-1
COCCN1C(=O)/C(=C/c2cc3c(cc2Br)OCO3)NC1=S	9	-10	6	8	7	-3	8	-6
CC1(C)OC(=O)C(=CNNc2c(Cl)cc(Cl)cc2Cl)C(=O)O1	-10	7	1	-6	14	21	-10	6
Cc1ccsc1CN(C)C(=O)c1cc(S(=O)(=O)N2CCOCC2)ccc1N1CCCC1	7	3	-2	5	18	1	4	-1
Oc1cc(OCc2ccccc2)ccc1-c1[nH]ncc1-c1ccccc1	3	11	-2	0	2	-3	4	8
COc1cccc(OC)c1C(=O)NC(=O)Nc1c(F)c(F)c(F)c(F)c1F	16	6	-6	4	4	3	-4	3
Cc1cc(=O)n(-c2ccc3ccccc3n2)[nH]1	-46	-9	8	1	-19	-3	86*	4
Cc1ccc2cccc(NC3OC(=O)c4ccccc43)c2n1 (configuration not stated)	-27	-42	-2	4	15	22	8	36
CCOC(=O)c1c(C)oc2c1c1c(c3ccccc32)OCN(Cc2ccccn2)C1	-51	24	23	-15	-91	1	17	7
COc1ccc(C)cc1NC(=O)CCN1CCN(c2ccccc2)CC1	-7	-1	-2	16	5	-6	4	-5
Cc1cc(C)c2c(n1)sc1c(=O)n(-c3ccccc3)c(=O)[nH]c12	14	7	33	0	-10	-7	6	-3
CCOC(=O)N1CCN(CC(=O)Nc2c(C(=O)OC)[nH]c3cccc(Cl)c23)CC1	1	-6	9	-5	-10	-3	4	-12
COc1ccccc1NC(=O)c1cc(OC)c(OC)cc1[N+](=O)[O-]	1	-1	-4	-15	5	5	-17	0
CC(=O)c1ccc(S(=O)(=O)Nc2ccc(C(=O)N3CCC3)cc2)cc1	19	0	5	2	12	-7	7	-1
O=C1C(C2=NC(c3ccccn3)C3C(=O)N(c4ccc(Cl)cc4Cl)C(=O)C23)=C(O)c2ccccc21 (configuration not stated)	-4	-1	-9	2	5	-8	-12	-3
CC(=O)Oc1cc2c(C(C)=O)coc2c2ccccc12	-1	5	1	2	-14	-6	10	-6
Cc1ccc(-n2[nH]c(C)c(/C=N/Nc3ccc([N+](=O)[O-])cc3[N+](=O)[O-])c2=O)cc1C	-3	-133	7	14	8	9	9	5
